Assay outcomes (PubChem)
ALOX12 inh – ALOX12 (human) lipoxygenase inhibition. P18054. purified 12hLO, xylenol orange hydroperoxide absorbance. Potency, µM (series often up to 108 µM), inactives show at the highest dose activity change, negative = inhibition, actives largely listed as inhibitors. 1.1% of 580,000 active. AID 1671190; active means well fitted inhibition curve with a large enough effect; inconclusive means small, poorly fitted or top-dose-only effect, or another doubt; inactive means no such curve, though single readings can be large or run the other way
Target sequence (P18054 whole entry, looked up): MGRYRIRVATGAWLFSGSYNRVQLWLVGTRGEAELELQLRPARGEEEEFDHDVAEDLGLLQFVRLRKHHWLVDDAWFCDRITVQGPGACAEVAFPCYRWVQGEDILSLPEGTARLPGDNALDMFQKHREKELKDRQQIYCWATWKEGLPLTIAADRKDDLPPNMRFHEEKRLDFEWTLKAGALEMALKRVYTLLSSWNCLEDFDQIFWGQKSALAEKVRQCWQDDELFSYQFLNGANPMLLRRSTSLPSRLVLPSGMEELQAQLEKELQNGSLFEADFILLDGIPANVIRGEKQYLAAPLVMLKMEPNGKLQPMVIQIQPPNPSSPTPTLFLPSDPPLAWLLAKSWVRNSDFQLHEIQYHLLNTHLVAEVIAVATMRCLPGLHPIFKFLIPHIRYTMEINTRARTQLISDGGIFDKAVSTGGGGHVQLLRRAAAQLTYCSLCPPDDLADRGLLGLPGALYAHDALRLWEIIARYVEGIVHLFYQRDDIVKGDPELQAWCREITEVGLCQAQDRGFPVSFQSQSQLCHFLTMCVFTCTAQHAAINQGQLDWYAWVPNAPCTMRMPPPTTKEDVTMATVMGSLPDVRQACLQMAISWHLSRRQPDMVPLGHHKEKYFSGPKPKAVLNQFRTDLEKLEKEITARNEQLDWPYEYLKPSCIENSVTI
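Purified human 12hLO at 150 nM in 25 mM Hepes, 0.01% Triton X-100, pH 7.0, preincubated 15 min at room temperature with compound. Reaction started with 40 uM arachidonic acid, 30 min at room temperature. Hydroperoxide measured by Fe-xylenol orange, 573/405 nm absorbance ratio.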
Active calls of the source: *; ? = inconclusive; [ ] = dose if it differs, or a comment. On the % scale 0 is the no-effect control and ±100 the full control effect; potency means the concentration at half of the fitted maximal effect. The list is partial, so the mix of outcomes need not match the whole.

ALOX12 inh	Compound
-43%	Cc1ccc(CN2CCCN(C(=O)c3nn(C)c(=O)c4ccccc34)CC2)cc1
?	O=C(C1CCCCC1)N1C[C@@H](O)[C@H](n2cc(-c3ccc(F)cc3)nn2)C[C@@H]1c1ccc(Cl)cc1
-8%	CN(C)S(=O)(=O)c1cccc(NC(=O)c2nn(Cc3ccccc3)c(=O)c3ccccc23)c1
0%[6.33 µM]	COc1cccc([S+](=O)([O-])N2CCC3(C2)C(=NC2CCCCC2)NC(=O)N3c2cccnc2)c1 (stereo not given)
4%	O=C(CCc1ncc(-c2c(F)cccc2F)o1)Nc1ccncc1
?	O=C(CCOc1cc(Cl)ccc1Cl)Nc1ccc(-n2cnnn2)cc1
67%[activator]	Cc1cc(C(=O)N2CCC(N3C(=O)C(OCC4CC4)C34CCOCC4)CC2)n(C)n1 (stereo not given)
?	NCCn1cc(-c2cc(Cl)c(N)c(Cl)c2)ncc1=O
?	CN(CCc1noc(C(=O)NCc2ccc(F)cc2)n1)C(=O)Nc1cccc(Br)c1
-6%	CC(C(=O)NCc1ccccc1Cl)N(c1ccccc1)S(C)(=O)=O (stereo not given)
-27%[176 µM]	COc1ccc(-c2nnc3ccc(N4CCc5ccccc5CC4)nn23)nc1
15%	CCn1ccc(C(=O)N2CCN(c3ccccc3OC)CC2)n1
8%	CN(c1ccccc1)S(=O)(=O)c1ccc(C(=O)OCn2nnc3ccccc3c2=O)cc1
57%[activator]	CO[C@H]1C(=O)N(C(C)C)[C@H]1C1CCN(S(=O)(=O)Cc2ccccc2)CC1
40%[activator]	COCCN1C(=O)c2cccn2CC1CNC(=O)CCC1CCCC1 (stereo not given)
?	COC(=O)C1C(=O)CC(C)(O)C(C(=O)OC)C1c1ccc(C)cc1 (stereo not given)
6%	COc1ccc(-c2ccc3nnc(CNC(=O)c4cc(F)ccc4F)n3n2)cc1
6%	Cc1ccc2nc(C)c(C(=O)N(C)CCOc3ccccc3F)cc2c1
?	O=C(O)CCNC(=O)c1cc(C2CC2)nc2ccccc12
?	O=C1NCc2ccccc2CC12CCCN2Cc1cccc(O)c1 (stereo not given)
27%	COC(=O)N(C)C[C@H]1OCc2cnnn2CCCC(=O)N([C@@H](C)CO)C[C@@H]1C
11%	CCN1C(=O)C2CC3(CCN(C(=O)NCCCOC)CC3)CN2C1=O (stereo not given)
?	N#Cc1cccc(C(=O)NCCCc2nc3ccccc3[nH]2)c1
17%	COCCOC1CCOC2(CCN(C(=O)c3ccc(F)cc3)CC2)C1 (stereo not given)
?	CN(Cc1cccc(-c2nn[nH]n2)c1)Cc1cn(-c2ccccc2)nn1
-22%[176 µM]	O=C(O)COCC(=O)N[C@H]1CO[C@H]2[C@@H]1OC[C@@H]2n1nnnc1-c1ccc2c(c1)OCO2
19%	CN(Cc1ccc(C(N)=O)cc1)C(=O)c1cc(=O)[nH]c2ccccc12
2%	CC(=O)Nc1cc(-c2ccncc2)cn2c(-c3ccccc3)cnc12
44%[activator]	CC(C)=NNC(=O)c1ccc(Cl)cc1
?	C[C@H](CO)N1C[C@H](C)[C@@H](CN(C)C(=O)Nc2ccc(F)cc2)Oc2ncc(-c3ccc(F)cc3)cc2C1=O
?	O=C1CCN(S(=O)(=O)c2ccccc2)CCCN(C(=O)C2CCCCC2)CCN1
?	O=C1NCc2ccccc2CC12CCCCN2Cc1cnc2ccccc2c1 (stereo not given)
4%	O=C(O)CC(NC(=O)c1ccco1)c1ccccc1 (stereo not given)
20%[176 µM]	O=C(N[C@H]1CO[C@H]2[C@@H]1OC[C@@H]2n1cc(CC2CCCCC2)nn1)C1CCCCC1
21%	Cc1noc(C)c1CCC(=O)NC1CC(c2cc(=O)[nH]c(C3CC3)n2)C1 (stereo not given)
-1%	N#CC(Cc1cccnc1)C(=O)Nc1cccc(Cl)c1 (stereo not given)

Exported with each value named: entries from further up.
CC(=O)Nc1cc(-c2ccncc2)cn2c(-c3ccccc3)cnc12
  ALOX12 inh: 2%

CC(C)=NNC(=O)c1ccc(Cl)cc1
  ALOX12 inh: 44%[activator]

C[C@H](CO)N1C[C@H](C)[C@@H](CN(C)C(=O)Nc2ccc(F)cc2)Oc2ncc(-c3ccc(F)cc3)cc2C1=O
  ALOX12 inh: ?

O=C1CCN(S(=O)(=O)c2ccccc2)CCCN(C(=O)C2CCCCC2)CCN1
  ALOX12 inh: ?

The list continues.
ALOX12 inh	Compound
13%[176 µM]	COCCNC(=O)c1nc(-c2ccc(F)cc2)c2cnccn12
4%	O=C(O)CC12CC3CC(C1)CC(C(=O)O)(C3)C2
?	CC(c1cccc(NC(=O)c2ccccc2)c1)N(C)CC(=O)NC(=O)Nc1ccccc1 (stereo not given)
7%	Cc1nc2ccccc2n1CCNC(=O)CC[C@H]1NC(=O)c2ccccc2NC1=O
9%	Cc1noc(C)c1CCC(=O)Nc1nc(C(C)C)cs1
?	COc1ccc(-c2ccc(C(=O)N3CCc4c(cnc(C)c4CNS(=O)(=O)N(C)C)C3)o2)cc1
0%	CC(C)(C)n1nnnc1C(c1ccccc1)N1CCN(CCN2CCOCC2)CC1 (stereo not given)
0%[12.5 µM]	CN(Cc1ccc2c(c1)OCO2)C(=O)C1(C)CCOCC1
0%	CCCCOCCCNC(=O)C[C@@H]1C[C@@]2(C(=O)OC)CCCCC=C2N(Cc2ccc(Cl)cc2Cl)C1=O
-2%	COCCNc1nc2cc(C(=O)N[C@@H]3CC[C@@H](N)C3)ccc2n1C
?	Cc1cc2oc(=O)cc(COC(=O)CCCN=C3NS(=O)(=O)c4ccccc43)c2cc1C
0%	Cc1ccc(CN(Cc2cc(=O)n3[nH]c(-c4cccc(C)c4)cc3n2)CC(C)C)cc1
1%	Cc1ccccc1NC(=O)Cn1c(C)cc2ccccc21
2%	C/C(=N\NC(=O)c1ccc(C(C)(C)C)cc1)c1ccc(C)cc1
-32%[57.4 µM]	O=C(NCc1ccccc1)c1csc(Nc2ccncn2)n1
-29%	O=C(CCC(=O)OCC(=O)c1cccc([N+](=O)[O-])c1)Nc1cc(C(F)(F)F)ccc1Cl
?	CCC(C)NC(=O)N1CCC(Cc2nc(-c3ccncc3)n[nH]2)CC1 (stereo not given)
3%	COCC(=O)NCc1cc2n(n1)CCCN(Cc1ccc3nsnc3c1)C2
-16%	C/C(=N\NC(=O)C1CC1c1ccccc1)c1ccc(C2CCCCC2)cc1 (stereo not given)
8%	Cc1nn(C(=O)C2CCCN2S(=O)(=O)c2ccc(Cl)cc2)c(C)c1Sc1ccccc1 (stereo not given)
34%[activator]	Cc1ccc(NC(=O)c2cc3n(n2)CC(c2ccc4c(c2)OCO4)OC3)c(Cl)c1 (stereo not given)
13%	Cc1nn(CCO)cc1CN1CCN(C(=O)c2cc[nH]c2)CC(O)C1 (stereo not given)
5%[176 µM]	COc1ccc(CC(=O)N[C@H](C)c2onc(-c3cccnc3)c2C(=O)O)cc1
-9%	Cc1ccc(-n2c(C3CCN(C(=O)CC4CCCCC4)CC3)n[nH]c2=O)cc1

A section of the results above, for reference:
ALOX12 inh	Compound
34%[activator]	Cc1ccc(NC(=O)c2cc3n(n2)CC(c2ccc4c(c2)OCO4)OC3)c(Cl)c1 (stereo not given)
13%	Cc1nn(CCO)cc1CN1CCN(C(=O)c2cc[nH]c2)CC(O)C1 (stereo not given)
5%[176 µM]	COc1ccc(CC(=O)N[C@H](C)c2onc(-c3cccnc3)c2C(=O)O)cc1
-9%	Cc1ccc(-n2c(C3CCN(C(=O)CC4CCCCC4)CC3)n[nH]c2=O)cc1

Next section:
ALOX12 inh	Compound
55%[activator][176 µM]	COCc1cc(C[C@@H]2C[C@H](NC3CCN(C(C)=O)CC3)C2(C)C)no1
?	CCOC(=O)C1=C(C)N=C2SC=C(CC(=O)NCc3ccco3)N2C1c1cccc([N+](=O)[O-])c1 (stereo not given)
1%	CC(=O)N1CCC(NC(=O)Cc2nc(-c3ccccc3)oc2C)CC1
-32%	Cc1ccc2nc(-c3ccccc3Cl)cc(C(=O)NC3CC3)c2c1
55%[activator]	CCCCN(Cc1cccnc1)C(=O)c1cnc(-c2ccc(C)cc2)[nH]c1=O
1%	COC[C@H]1CCCN1Cc1cn(Cc2ccccc2)nc1-c1cc2ccccc2o1
8%	CCOC(=O)C1=CC[C@@H](c2cccc(Br)c2)N(S(=O)(=O)c2ccc(F)cc2)[C@H]1c1cccc(Cl)c1
52%[activator]	O=C1CCN(C(=O)COc2ccc(F)cc2)CCCC(c2nc(-c3cnccn3)no2)CCN1 (stereo not given)
2%	COc1cc(CCC2CCN(C(=O)Nc3ccccc3OC)CC2)cc(OC)c1
?	Cc1cc(F)ccc1OC1CNC1
6%	COc1cc(Cn2c3ccc(NC(=O)CCc4cccnc4)cc3c(=O)n2C)ccc1F
-2%	O=c1[nH]nc2n1CCN(S(=O)(=O)c1ccc3c(c1)CCCC3)CC2
9%	COc1ccc(NC(=O)c2nc3cc(C)c(C)cc3nc2N2CCOCC2)cc1
?	CN(C)C(=O)N1CCC2(CC1)CN(C(=O)CCC(=O)O)Cc1ccccc1O2
?	CNc1nc2c(s1)C(c1ccccc1F)CC(=O)N2 (stereo not given)
-2%[176 µM]	COc1ccccc1-c1[nH]nc2ncc(C(=O)N(C)c3ccccc3)nc12
-27%	O=C(Nc1ccc(Cl)c(C(F)(F)F)c1)c1c(F)cccc1F
4%	CN(C)C(=O)N1CCCn2nc(CNC(=O)C(=O)c3ccco3)cc2C1
?	Cc1ccc(-c2csc(Nc3ccc(S(=O)(=O)Nc4nc(C)cc(C)n4)cc3)n2)cc1
-77%	CCc1c(C)sc(NC(=O)C(CC)CC)c1C#N
7%	Cc1ccnc(N2CCN(C3CCC4(CCNCC4)CC3)CC2)c1
-21%	C/C(=N/Nc1ccc(S(N)(=O)=O)cc1[N+](=O)[O-])c1ccccc1
20%	COc1ccccc1-c1cc2c(ccn2CC2CCN([S+](C)(=O)[O-])CC2)c(N2CCOCC2)n1
?	Brc1ccc(-c2nnc(COc3cccc(-n4cnnn4)c3)o2)s1
?	Fc1ccc(-c2cn3c4ccccc4n(CCN4CCOCC4)c3n2)cc1
-25%	CCNc1c(NC(=O)NCc2ccc(F)cc2)c(=O)oc2ccccc12
?	COC(=O)c1ccc2nc(C[C@@H]3C[C@@H](C(C)C)[C@H](CNC(=O)COCC(=O)O)C=C3C)[nH]c2c1
25%	CNC(=O)c1ccc(CC2CCN(C(=O)C3CC3)CC2)cc1
21%	O=C(c1cccs1)N1CCC(N2CC3CC(C2)[C@H]2CCCC(=O)N2C3)CC1 (stereo not given in full)
6%	COCCNC(=O)C1CCCN(C(=O)c2nc3ccccc3s2)CC1 (stereo not given)
?	CC(C)CCNC(=O)c1ccc2c(c1)CCCN2C(=O)c1ccc(Cl)cc1
2%	COc1ccc(C(=O)O)cc1C12CC3CC(CC(C3)C1)C2
29%	COc1ccc2c(c1)CCc1c-2n[nH]c1C(=O)N1CCC(c2noc(COc3ccc(C)cc3)n2)CC1
?	CC(=O)Nc1ccc2c(CN3CCCCC3)cc(=O)oc2c1
?	O=C(NCCc1ccccc1)NC(C(=O)N1CCc2ccccc21)c1ccccc1 (stereo not given)
?	O=C(CCc1nc(-c2ccccc2)c(-c2ccccc2)o1)N1CCCCC1
20%	Cc1ccc(Cl)c(C(=O)N2CCC3(CC2)[C@H](O)C[C@@H]3OCCO)c1
74%[activator]	Cc1ncoc1C(=O)NCCc1ncc(C)n1CC1CC1
44%[activator]	COCCC(=O)N1CCN(C(=O)N2CC3CC(C2)[C@H]2CCCC(=O)N2C3)CC1 (stereo not given in full)
0%	COc1ccc(C(=O)N2CCC3(CC2)C(OC)CN3c2cccc(F)c2)c(OC)c1 (stereo not given)
0%	COc1ccccc1CNC(=O)c1cccc(S(=O)(=O)N2CCc3ccccc3C2)c1
21%[176 µM]	CC(C)(C)c1cc(C[C@@H]2CC[C@H](O)[C@@H](CNC(=O)C3CC3)O2)no1
-27%	CC(Oc1ccccc1)C(=O)NCc1ccnc(N(C)C)c1 (stereo not given)
50%[activator]	CCN1c2cc(C(=O)NCc3ccncc3)ccc2C(=O)N2CCCCC21 (stereo not given)
-1%	COC(=O)[C@@]12C[C@@H](CC(=O)NCc3ccccc3)C(=O)N(Cc3ccccc3)C1=CCC(C)(C)C2
9%	NS(=O)(=O)c1ccc(NC(=O)NC2CCSc3ccc(F)cc32)cc1 (stereo not given)
35%	COc1ccc(-c2nn(-c3ccccc3)cc2CN2CCCC(C)(O)C2)c(F)c1 (stereo not given)
7%	CC1(C(=O)O)CCCN(C(=O)c2ccc3c(c2)C(C)(C)CCC3(C)C)C1 (stereo not given)
?	Cc1ccc(C(=O)Nc2oc3ccccc3c(=O)c2-c2ccccc2)cc1
?	Cc1cccc(OCC2(CNC(=O)C3CC3)C[C@@H](O)[C@@H](O)C2)n1 (stereo not given in full)
-2%	CC(C)c1nc2cc(NC(=O)c3ccc[nH]c3=O)ccc2o1
2%	CN(Cc1ccccc1C(F)(F)F)C(=O)c1ccc(Cl)nc1
41%[activator]	O=C(CSc1ccccc1)N1CCc2onc(-c3ccc(F)c(F)c3)c2C1
27%	COc1ccc(C2Cn3nnc(C(=O)NCc4cc(OC)ccc4OC)c3CO2)cc1 (stereo not given)
1%	CCOC(=O)c1cc(S(=O)(=O)N(C)CC(=O)Nc2cccc(C)c2C)cn1C
